# JMJD2A Tudor – qHTS Assay for Inhibitors of JMJD2A-Tudor Domain; AlphaScreen JMJD2A-Tudor / H3K4me3 peptide binding; 4.4% of 390,000 active; Potency, µM (doses to about 114 µM), inactives show top-dose activity change, negative = inhibition, actives largely listed as inhibitors; Lysine-specific demethylase 4A (Homo sapiens), O75164; further: on the % scale 0 is the no-effect control and ±100 the full control effect; nearly all actives have a fitted effect of over 50% in size
# BLM inh – qHTS Assay for Inhibitors of Bloom's syndrome helicase (BLM). RecQ-like DNA helicase BLM (Homo sapiens), P54132. recombinant BLM DNA unwinding, fluorescence dequenching. Potency, µM (highest dose often 56.1 µM), inactives show at the top dose activity change, negative = inhibition, hits mostly inhibitors. 0.2% of 350,000 active. AID 2528, 2010;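 further: plate controls were vehicle for no effect and no enzyme for full effect; nearly all actives have a fitted effect of over 35% in size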
# Pin1 inh – qHTS Assay to Find Inhibitors of Pin1. Peptidyl-prolyl cis-trans isomerase NIMA-interacting 1 (Homo sapiens), Q13526. Potency, µM (titrated, usually from 115 µM), without a hit: at the highest dose activity, negative = inhibition, most hits filed as inhibitors. 0.009% of 390,000 active. Pin1 FP peptide displacement, HiFluor488, 10 min; active means well fitted inhibition curve with a large enough effect in the polarisation, with a control signal flat, not every such curve was filed as active; inconclusive means small, poorly fitted or top-dose-only effect, or effect the other way, or a change in a side signal; inactive means no such curve, though single readings can be large or run the other way; the % refers to the polarisation; further: on the % scale 0 is the no-effect control and ±100 the full control effect
# HP1b binding inh – HTS for Inhibitors of HP1-beta Chromodomain Interactions with Methylated Histone Tails; 0.56% of 390,000 active; AlphaScreen HP1-beta / biotin-H3K9me3 peptide binding; Chromobox protein homolog 1 (Homo sapiens), P83916; Potency, µM (top dose mostly 114 µM), inactives show top-dose activity change, negative = inhibition, hits mostly inhibitors; further: nearly all actives have a fitted effect of over 70% in size; inactives centre near 23
#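 AlphaScreen: HP1-beta (50 nM) preformed 30 min with biotin-H3(1-18)K9me3 peptide (50 nM) in PBS pH 7.4, 0.01% Tween-20. Compound added for 30 min at RT, then streptavidin donor/nickel chelate acceptor beads (10 ug/mL) for 30 min.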
# G9a block – qHTS Assay for Inhibitors of Histone Lysine Methyltransferase G9a. G9a H3K9 monomethylation, AlphaScreen, 2 h. Potency, µM (series often up to 102 µM), for the others: at the highest dose activity, negative = inhibition, actives largely listed as inhibitors. 8.8% of 350,000 active; further: on the % scale 0 is the no-effect control and ±100 the full control effect; nearly all actives have a fitted effect of over 75% in size
#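 Using a bead-based AlphaScreen, monomethylated H3K9 product from 2 h room-temperature reactions (G9a 20 nM, peptide 500 nM, SAM 20 uM) was detected with 0.5 ug/mL rabbit anti-H3K9me1 antibody.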
# BAZ2B block – qHTS Assay for Inhibitors of BAZ2B; Bromodomain adjacent to zinc finger domain protein 2B (Homo sapiens), Q9UIF8; AlphaScreen BAZ2B-H3K14Ac peptide displacement; Potency, µM (doses to about 114 µM), for the others: at the highest dose activity change, negative = inhibition, actives largely listed as inhibitors; 4.4% of 360,000 active; AID 504333, 2011; further: on the % scale 0 is the no-effect control and ±100 the full control effect; nearly all actives have a fitted effect of over 60% in size
#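 Protein-peptide AlphaScreen: BAZ2B 50 nM, b-H3K14Ac 50 nM, 1x PBS pH 7.4 + 0.01% Tween-20. Preincubation 30 min RT; cpd 30 min RT (top 110 uM); beads 20 min RT, light-protected.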
# GLS inhibitor – qHTS for Inhibitors of Glutaminase (GLS) | Glutaminase kidney isoform, mitochondrial (Homo sapiens), O94925 | GLS enzymatic activity, qHTS titration | Potency, µM (series often up to 45.5 µM), without a hit: top-dose activity change, negative = inhibition, actives largely listed as inhibitors | 0.21% of 410,000 active; further: on the % scale 0 is the no-effect control and ±100 the full control effect
#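 Enzyme dispensed in phosphate buffer (45 mM, pH 8.2, 0.02% Tween-20), compounds pinned in, then 1 mM L-glutamine solution and the glutamate oxidase–HRP–Amplex Red mix added; fluorescence read immediately and again after 30 min at room temperature.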
# PGK inhibitor – qHTS Assay to Find Inhibitors of Phosphoglycerate Kinase. Phosphoglycerate kinase, glycosomal (Trypanosoma brucei brucei), P07378. PGK/GAPDH coupled, Kinase-Glo luminescence, 60 min. Potency, µM (doses to about 57.5 µM), without a hit: at the highest dose activity change, negative = inhibition, usual class: inhibitors. 0.043% of 380,000 active. AID 602233, 2012; further: on the % scale 0 is the no-effect control and ±100 the full control effect; nearly all actives have a fitted effect of over 60% in size
#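 Luminescent ATP detection (Kinase-Glo Plus) follows a 60-minute room-temperature incubation, with wells lacking PGK as controls. Buffer: 100 mM TEA (pH 7.6), 5 mM MgCl2, 0.01% Tween-20. Coupling enzyme GAPDH (100 nM final) supplies unstable 1,3-BPG in-well.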
# Pol iota inh – qHTS for Inhibitors of Polymerase Iota. Potency, µM (series often up to 115 µM), for inactives: at the top dose activity, negative = inhibition, most hits filed as inhibitors. Pol iota fluorescent replication assay, 10 min. 1% of 390,000 active. AID 588590, 2011. DNA polymerase iota (Homo sapiens), Q9UNA4
#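 Fluorescent replication assay read twice, at 0 min and 10 min after adding 50 nM (final) substrate. Enzyme (10 nM) and compounds were first incubated 15 min at room temperature; enzyme-free buffer wells were negative controls.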
# * = called active by the depositor; i = inactive; ? = inconclusive; · = not tested or not shown; & = joins results of further samples; [ ] = dose if it differs, or a comment. Unless noted, the call rests on the fitted dose curve; in most records, active means well fitted curve in the direction sought with a large enough effect; inconclusive means small, poorly fitted or top-dose-only effect, or another doubt; inactive means no such curve, though single readings can be large; an effect the other way counts as inactive or inconclusive. Potency means the concentration at half of the fitted maximal effect. This is a subset, so the mix of outcomes need not match the whole.
SMILES,JMJD2A Tudor,BLM inh,Pin1 inh,HP1b binding inh,G9a block,BAZ2B block,GLS inhibitor,PGK inhibitor,Pol iota inh
CC(Oc1ccc(Br)cc1)C(=O)N(Cc1nc(-c2ccccc2)no1)C(C)C (stereo not drawn),16%,-8%,?,47%[activator],-5%[59 µM],14%,-9%,i,-1%
CCCC1=C(C(=O)OCC)C2(C(=O)Nc3ccccc32)C(C#N)=C(N)O1 (stereo not drawn),-7%,5%,6%,37%,-23%[59 µM],-26%,0%,-5%,-14%
CCOC(=O)c1c(C)n(Cc2ccco2)c2ccc(OC)cc12,-12%,-8%,-3%,19%,9%,19%,5%,-3%,-12%
CCOC(=O)c1sc(/N=C/c2c(O)n(-c3cccc(C)c3)c(=O)[nH]c2=O)c(C#N)c1C,50µM*,-2%,42%[activator],?,-20%[59 µM],1%,20%,-3%,7%
CCCCn1c(NS(=O)(=O)c2ccccc2)c(C(=O)OCC)c2nc3ccccc3nc21,21%,1.4µM*,?,67%[activator],?,-31%,31%,-6%,34%[activator]
O=C(O)c1cccc2nc3ccccc3nc12,-9%,-10%,4%,41%[activator],40µM*,-31%,1%,-1%,29%
COc1ccc(CCn2c(O)c(C=NCCCO)c(=O)[nH]c2=O)cc1OC,2%,-1%,9%,30%,6%[59 µM],2%,-1%,-2%,-7%
CC/C(=N\Nc1ccccc1)c1c(O)[nH]c(=O)[nH]c1=O,-19%,3%,-6%,29%,45µM*,0%,44%[activator],-4%,27%
COC(=O)C1=C(c2ccc(C(C)=O)cc2)C[C@@H]2CC[C@H]1N2C(=O)NCCNC(C)=O,-21%,·,-2%,18%,23%[2.33 µM],3%,-2%,-4%,17%
Nc1ccc(Sc2ccc(N)cc2)cc1,?,·,-6%,-22%,·,·,-17%,-8%,2%
COc1cc2c(c(OC)c1O)-c1ccc(OC)c(=O)cc1C(NC(=O)C(F)(F)F)CC2 (stereo not drawn),-11%,·,2%,14%,·,·,19%,-2%,6%
Fc1cccc(F)c1-c1nc(-c2ccc(Cl)cc2)no1,18%,-3%,0%,28%,·,44%[activator],0%,-2%,26%
S=c1[nH]nc(-c2ccc3ccccc3n2)n1-c1ccc2c(c1)OCCO2,45µM*,3%,-3%,8%,·,?,-23%,0%,85%[activator]
CNC1(c2ccccc2Cl)CCCCC1=O (stereo not drawn),-9%,1%&-7%,-3%,50%[activator],3%[12.7 µM],·,-16%&2%&-5%,-9%,28%
CN(C)C(Cc1ccccc1)C(=O)c1ccc(-c2ccccc2)cc1 (stereo not drawn),?,-6%,36%[activator],4%,?,?,4%,-5%,9%
CCOC(=O)C1C(=O)N(C)C2(C)CC1c1ccccc1O2 (stereo not drawn),-1%,1%,0%,28%,24%[2.33 µM],-4%,-5%,-3%,-9%
CCCNC(=O)N1[C@H]2CC[C@@H]1C(C(=O)OC)=C(c1ccc(S(C)(=O)=O)cc1)C2,2%,·,-1%,45%[activator],·,·,-1%,-12%,17%
Cc1nn(CCc2n[nH]c(=S)n2-c2cccc(Cl)c2)c(C)c1[N+](=O)[O-],45µM*,-1%,14%,21%,1.1µM*,2%,13%,-13%,?
CC12CCC3c4ccc(OC(=O)N(CCCl)CCCl)cc4CCC3C1CCC2O (stereo not drawn),-25%,·,38%[activator],19%,·,·,3%,-8%,-1%
O=c1c2ccccc2nc(CNc2ccccc2)n1-c1ccccc1,-24%,-5%,?,45%[activator],32µM*,-12%,8%,-7%,48%[activator]
COCc1cc(C)c(C#N)c(=S)[nH]1,7.9µM*,-10%,?,?,·,?,-8%,-3%,1%
CNCCc1nc(N)n[nH]1,-8%,-2%,1%,15%,56µM*,?,6%,5%,?
COc1cc(CN2CCN(C(=O)COc3ccccc3)CC2)cc(OC)c1OC,3.2µM*,2%,2%,-20%,?,?,7%,i,4%
COc1ccc(C2C(C(=O)N3CCC4(CC3)OCCO4)CC(=O)N2c2ccc(OC)cc2)cc1 (stereo not drawn),-7%,-3%,1%,66%[activator],?,8%,2%,i,-8%
O=C1CN=C(c2ccccc2Cl)c2cc(Cl)ccc2N1Cc1cccc(Cl)c1,-16%,-9%,?,18%,-19%[59 µM],-23%,4%,5%,-16%

# Profiles from above. Values in the order: JMJD2A Tudor | BLM inh | Pin1 inh | HP1b binding inh | G9a block | BAZ2B block | GLS inhibitor | PGK inhibitor | Pol iota inh
# Record of CCCCn1c(NS(=O)(=O)c2ccccc2)c(C(=O)OCC)c2nc3ccccc3nc21 → 21% | 1.4µM* | ? | 67%[activator] | ? | -31% | 31% | -6% | 34%[activator]
# Record of CCOC(=O)c1c(C)n(Cc2ccco2)c2ccc(OC)cc12 → -12% | -8% | -3% | 19% | 9% | 19% | 5% | -3% | -12%

# In the list so far, three contain a carbonyl joined to an NH by a bond outside any ring.
SMILES,JMJD2A Tudor,BLM inh,Pin1 inh,HP1b binding inh,G9a block,BAZ2B block,GLS inhibitor,PGK inhibitor,Pol iota inh
COC(=O)C1=C(c2ccc(C(C)=O)cc2)C[C@@H]2CC[C@H]1N2C(=O)NCCNC(C)=O,-21%,·,-2%,18%,23%[2.33 µM],3%,-2%,-4%,17%
COc1cc2c(c(OC)c1O)-c1ccc(OC)c(=O)cc1C(NC(=O)C(F)(F)F)CC2 (stereo not drawn),-11%,·,2%,14%,·,·,19%,-2%,6%
CCCNC(=O)N1[C@H]2CC[C@@H]1C(C(=O)OC)=C(c1ccc(S(C)(=O)=O)cc1)C2,2%,·,-1%,45%[activator],·,·,-1%,-12%,17%

# (list continues)
SMILES,JMJD2A Tudor,BLM inh,Pin1 inh,HP1b binding inh,G9a block,BAZ2B block,GLS inhibitor,PGK inhibitor,Pol iota inh
CCCCCCn1c(N)c(C(=O)NCCN2CCOCC2)c2nc3ccccc3nc21,22%,-8%,?,63%[activator],91%[activator][59 µM],35%,10%,i,-19%
CCOC(=O)N1CCC(NC(=O)CCc2nc(C3=CCN(C)CC3)no2)CC1,-6%&-22%,-3%,?,13%&-30%,?,79µM*,-15%&1%,-4%,1%&6%
COC(=O)C1=C(c2ccc(F)cc2F)C[C@@H]2CC[C@H]1N2C(=O)NCc1ccco1,-25%,·,-18%,29%,13%[0.501 µM],-6%,-1%,-9%,7%
Oc1ccccc1/C=N/[n+]1ccccc1,-3%,0%,-11%,-12%,56µM*,-7%,10%,-1%,-3%
COC(=O)C1=C(c2ccc(-c3ccccc3)c(F)c2)C[C@@H]2CC[C@H]1N2C(=O)NC(C)C,-27%,·,2%,31%,-4%[2.33 µM],-7%,14%,-2%,13%
CC(=O)c1ccc(S(=O)(=O)N2CCN(c3nc4c(C)c(C)ccc4cc3C#N)CC2)cc1,-1%,·,13%,42%[activator],·,·,3%,-10%,-12%
CCN(c1ccc(C)cc1C)S(=O)(=O)c1nnc(NC(=O)c2ccco2)s1,-29%,-4%,?,21%,-7%,-13%,1%,i,?
Cc1nn(C)cc1/C=C1/CC2C3CC=C4CC(O)CCC4(C)C3CCC2(C)C1=O (stereo not drawn),-1%,·,4%,30%,·,·,-7%,i,10%
COC(=O)C1=C(c2c(C)noc2C)C[C@@H]2CC[C@H]1N2C(=O)NC1CC1,7%,·,-8%,47%[activator],6%[0.501 µM],10%,-30%,-6%,13%
Cc1ccc(-n2c(O)c(/C=N/NC(=O)c3ccncc3)c(=O)[nH]c2=O)cc1,?,2%,?,37%[activator],?,50µM*,5%,·,-27%
COC(=O)C(Cc1ccc(N(CCCl)CCCl)cc1)N=Cc1ccccc1O (stereo not drawn),?,-6%,4%,15%,-39%,-26%,33%[activator],3%,41%[activator]
CCn1c(-c2nn(-c3ccccc3)ccc2=O)n[nH]c1=S,?,-4%,-6%,41%[activator],-126%[59 µM],?,-2%,i,27%
CC(=O)OCC(=O)[C@H]1CC[C@H]2[C@@H]3CC[C@H]4C[C@H](O)CC[C@]4(C)[C@H]3C(=O)C[C@]12C,-29%,·,-10%,31%[activator],10%[59 µM],-3%,-7%,-4%,-25%
COc1cccc(NP(=O)(Oc2ccccc2Cl)Oc2ccccc2Cl)c1,-1%,-14%,-4%,23%,-5%,3%,3%,5%,111%[activator]
CC(C(=O)Nc1ccc(Br)cc1C(=O)c1ccccc1)N1CCCCC1 (stereo not drawn),12%,-3%,-9%,24%,0%,-2%,·,-9%,13%
FC(F)(F)c1ccc(CN2CCNCC2)cc1,?,-2%,1%,3%,?,-5%,17%,-2%,-12%
Cc1ccc(C2(O)CCN3CCCCC32)cc1 (stereo not drawn),-3%,-3%,4%,46%[activator],?,3%,-2%,1%,1%
Cc1ccc(Cn2nnnc2CN2CCC(n3nnc4ccccc43)CC2)cc1,50µM*,3%,5%,30%,50µM*,?,-6%,0%,?

# Taken from above.
# In HP1b binding inh, `CC(=O)OCC(=O)[C@H]1CC[C@H]2[C@@H]3CC[C@H]4C[C@H](O)CC[C@]4(C)[C@H]3C(=O)C[C@]12C` shows 31%[activator]
# In BLM inh, `COC(=O)C(Cc1ccc(N(CCCl)CCCl)cc1)N=Cc1ccccc1O` (stereo not drawn) shows -6%
# In PGK inhibitor, `COC(=O)C1=C(c2ccc(-c3ccccc3)c(F)c2)C[C@@H]2CC[C@H]1N2C(=O)NC(C)C` shows -2%

# Screening data as filed in PubChem BioAssay.
